IL-1B inflam inh: qHTS for Inhibitors of Inflammasome Signaling: IL-1-beta AlphaLISA Primary Screen. THP-1 LPS/ATP IL-1B secretion, AlphaLISA, 16 h; stronger effect = lower value. activity change, % at 57.5 µM. 360,000 compounds, 4.7% hits. AID 743279, 2014; in the data active = activity change below about -50%; inconclusive = mostly about -30% to -49%; also: % is scaled to controls: 0 for no effect and ±100 for the full control effect
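THP-1 cells pretreated 1 hr with compounds (up to 57.5 uM final), then stimulated with LPS (250 ng/mL final) plus ATP (1.25 mM final); secreted IL-1B measured by AlphaLISA after 16 hr, decreased signal indicating inhibition.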
HT1080 IDH1KD tx: qHTS for induction of synthetic lethality in tumor cells producing 2HG: qHTS for the HT-1080-IDH1KD cell line; HT-1080 IDH1 knockdown viability, ATP luminescence, 48 h; Potency, µM (top dose mostly 46.1 µM), for the others: at the highest dose activity, negative = toxicity, actives largely listed as cytotoxic; 360,000 compounds, 2% hits;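 also: potency is read from the fitted curve at half-maximal effect; 0% = DMSO wells and -100% = cell-free medium wells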
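Assay cells: HT-1080 with IDH1 knockdown, 750 per well, RPMI/5% FBS. Exposure: 48 h at 37 °C following 2 h pre-incubation. Read: CellTiter-Glo luminescence; fitted concentration-response, curve class assigned.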
HT1080-NT tox: qHTS for induction of synthetic lethality in tumor cells producing 2HG: qHTS for the HT-1080-NT fibrosarcoma cell line. HT-1080-NT fibrosarcoma viability, CellTiter-Glo ATP luminescence, 48 h. Potency, µM (doses to about 46.1 µM), for inactives: at the top dose activity, negative = less viability, hits mostly cytotoxic. 360,000 compounds, 1.6% hits. AID 686970, 2013;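 also: NT is the 2HG producing partner of a matched IDH1 knockdown line; potency is read from the fitted curve at half-maximal effect; 0% = DMSO-treated cells and -100% = media-only wells without cells; nearly all actives have a fitted effect of over 55% in size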
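Luminescent CellTiter-Glo readout after 48 hours of compound exposure at 37 degrees C defined viability of HT-1080-NT cells. Activity was normalized to DMSO wells and cell-free media wells; concentration-response curves were fitted and assigned curve classes.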
SW480 rerep: A quantitative high throughput screen for small molecules that induce DNA re-replication in SW480 colon adenocarcinoma cells. 340,000 compounds, 1.8% hits. SW480 DNA re-replication, Hoechst DNA content imaging, 48 h. Potency, µM (doses to about 46.1 µM), for inactives: top-dose re-replication activation, hits mostly activators; also: potency is read from the fitted curve at half-maximal effect; % of control where 0% means no effect; nearly all actives have a fitted effect of over 55% in size
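SW480 cells exposed to compounds for 48 hr at 37 C, 5% CO2, then Hoechst-stained 40 min. Nuclear DNA content imaged by fluorescence scanning (405 nm excitation, 500-530 nm emission); re-replication scored as increased high-intensity nuclei.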
KB-V1 cytotox: qHTS assay for MDR1-selective chemotherapeutics: Primary screen using the drug-selected MDR subline cells KB-V1 | KB-V1 MDR cells viability, CellTiter-Glo, 72 h | Potency, µM (titrated, usually from 46.1 µM), inactives show top-dose activity change, negative = cytotoxicity, actives largely listed as cytotoxic | 400,000 compounds, 3.4% hits | AID 1347076, 2019; also: potency is read from the fitted curve at half-maximal effect; % is scaled to controls: 0 for no effect and ±100 for the full control effect; nearly all actives have a fitted effect of over 60% in size
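Luminescent ATP read-out (CellTiter-Glo, 10 min) measures survival of drug-selected KB-V1 MDR cells after 72 h, 37 degrees C compound exposure. Medium: phenol-red-free DMEM, 10% FBS. Values from fitted concentration-response curves.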
KB-3-1 cytotox: qHTS assay for MDR1-selective chemotherapeutics: Primary screen using the parental adenocarcinoma cell KB-3-1. KB-3-1 viability, CellTiter-Glo ATP luminescence, 72 h. Potency, µM (highest dose often 46.1 µM), without a hit: top-dose activity change, negative = cytotoxic, most hits filed as cytotoxic. 400,000 compounds, 1.4% hits. AID 1347075, 2019; also: potency is read from the fitted curve at half-maximal effect; % is scaled to controls: 0 for no effect and ±100 for the full control effect; nearly all actives have a fitted effect of over 60% in size
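Cytotoxicity in the drug-sensitive parental line KB-3-1 was scored as loss of CellTiter-Glo luminescence following 72 h incubation with compound. Values come from curve fitting of normalized concentration-response data.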
MCF10A rerep: A quantitative high throughput screen for small molecules that induce DNA re-replication in MCF 10a normal breast cells; MCF 10A DNA re-replication, Hoechst nuclear intensity, 48 h; Potency, µM (titrated, usually from 46.1 µM), inactives show top-dose activity, positive = re-replication, most hits filed as activators; 350,000 compounds, 2.9% hits; also: potency is read from the fitted curve at half-maximal effect; % of control where 0% means no effect; nearly all actives have a fitted effect of over 50% in size
ATXN2 expr inh: Primary qHTS for Inhibitors of ATXN expression; HEK-293 ATXN2-luciferase reporter, luminescence, 24 h; Potency, µM (doses to about 57 µM), without a hit: at the highest dose activity change, negative = inhibition, usual class: inhibitors; 360,000 compounds, 0.72% hits; also: potency is read from the fitted curve at half-maximal effect; % is scaled to controls: 0 for no effect and ±100 for the full control effect; nearly all actives have a fitted effect of over 55% in size
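ATXN2-luciferase reporter cells (luciferase flanked by upstream and downstream ATXN2 gene portions) were treated 24 h at 37 °C with compounds at up to 57 uM. SteadyGlo luminescence gave expression; GF-AFC fluorescence gave viability.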
WRN inhibitor: qHTS for Inhibitors of WRN Helicase; WRN helicase unwinding, fluorescent forked duplex, kinetic; 360,000 compounds, 0.46% hits; Potency, µM (doses to about 114 µM), for the others: top-dose activity change, negative = inhibition, hits mostly inhibitors; also: potency is read from the fitted curve at half-maximal effect; % is scaled to controls: 0 for no effect and ±100 for the full control effect; nearly all actives have a fitted effect of over 55% in size
Target sequence (Q14191 whole entry, looked up): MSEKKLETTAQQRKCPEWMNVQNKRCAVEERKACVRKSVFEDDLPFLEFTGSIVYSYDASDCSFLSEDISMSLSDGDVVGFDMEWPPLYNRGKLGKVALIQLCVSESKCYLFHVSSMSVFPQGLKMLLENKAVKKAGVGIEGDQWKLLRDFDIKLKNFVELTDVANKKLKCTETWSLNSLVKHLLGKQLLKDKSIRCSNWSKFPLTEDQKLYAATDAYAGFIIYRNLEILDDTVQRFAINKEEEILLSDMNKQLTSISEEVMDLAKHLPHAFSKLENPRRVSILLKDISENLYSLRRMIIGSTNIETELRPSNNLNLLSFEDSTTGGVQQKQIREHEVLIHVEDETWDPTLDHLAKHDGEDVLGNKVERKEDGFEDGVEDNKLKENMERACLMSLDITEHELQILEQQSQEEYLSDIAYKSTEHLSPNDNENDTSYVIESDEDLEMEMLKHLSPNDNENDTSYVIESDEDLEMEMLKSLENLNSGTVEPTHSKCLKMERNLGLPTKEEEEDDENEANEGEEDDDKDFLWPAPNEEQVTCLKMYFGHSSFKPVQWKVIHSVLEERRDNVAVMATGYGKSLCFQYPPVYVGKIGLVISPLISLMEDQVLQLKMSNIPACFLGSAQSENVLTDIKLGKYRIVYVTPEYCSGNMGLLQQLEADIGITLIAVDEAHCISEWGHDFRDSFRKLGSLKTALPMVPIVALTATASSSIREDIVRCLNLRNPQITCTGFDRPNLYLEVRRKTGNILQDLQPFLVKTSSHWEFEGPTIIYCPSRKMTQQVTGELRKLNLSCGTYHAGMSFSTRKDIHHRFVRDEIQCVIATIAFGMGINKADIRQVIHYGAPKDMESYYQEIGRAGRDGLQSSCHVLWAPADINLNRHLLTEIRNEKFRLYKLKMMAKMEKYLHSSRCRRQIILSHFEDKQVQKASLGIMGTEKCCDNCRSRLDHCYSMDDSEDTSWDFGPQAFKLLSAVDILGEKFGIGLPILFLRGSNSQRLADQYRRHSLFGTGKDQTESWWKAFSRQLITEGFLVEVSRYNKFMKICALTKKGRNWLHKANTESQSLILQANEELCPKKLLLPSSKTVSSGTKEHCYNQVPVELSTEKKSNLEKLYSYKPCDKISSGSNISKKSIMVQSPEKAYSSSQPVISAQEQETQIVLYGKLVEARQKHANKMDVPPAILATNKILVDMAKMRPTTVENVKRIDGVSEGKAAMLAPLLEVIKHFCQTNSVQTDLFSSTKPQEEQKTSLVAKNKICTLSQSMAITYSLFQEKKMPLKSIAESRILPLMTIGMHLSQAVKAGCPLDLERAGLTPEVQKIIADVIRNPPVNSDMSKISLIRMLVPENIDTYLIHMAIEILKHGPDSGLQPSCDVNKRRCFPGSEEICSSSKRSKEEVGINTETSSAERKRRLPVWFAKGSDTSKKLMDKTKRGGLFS
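Fluorescence dequenching readout, ex 525 nm/em 598 nm, kinetic mode: forked duplex DNA (100 nM final) with adjacent fluorophore and quencher unwound by WRN (20 nM final) with 2 mM ATP. Compound preincubation 15 min, room temperature.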
An asterisk follows results filed as active; ? = inconclusive; · = not tested or not shown; & = joins results of further samples; [ ] = dose if it differs, or a comment. Unless noted, calls follow the shape of the dose curve; as a rule, active = well fitted curve in the direction sought with a large enough effect; inconclusive = small, poorly fitted or top-dose-only effect, or another doubt; inactive = no such curve, though single readings can be large; an effect the other way counts as inactive or inconclusive.

no.	SMILES	MCF10A rerep	HT1080 IDH1KD tx	SW480 rerep	HT1080-NT tox	KB-3-1 cytotox	KB-V1 cytotox	ATXN2 expr inh	WRN inhibitor	IL-1B inflam inh
1	Cc1cccc(N2CCN(S(=O)(=O)c3ccc4c(c3)CCCN4C(=O)C3CCC3)CC2)c1C	13.9%	-7.8%	-6.6%	-8.1%	-27.5%&-15.6%	-14.3%&-4.3%	-5.8%&-22.2%	14.6%	14.9
2	Cc1nnsc1C(=O)Nc1cccc(Cl)c1C	0.4%	-1.9%	-4.0%	-7.1%	5.5%	24.2%	6.2%	-7.2%	20.2
3	CCOC(=O)Cc1csc(NC(=S)NC(=O)c2cccc([N+](=O)[O-])c2)n1	0.2%	17.2%	-4.9%	17.9%	7.8%	0.0%	1.2%	-13.6%[57.1 µM]	5.9
4	O=C(c1cccc(S(=O)(=O)N2CCCCC2)c1)N1CCN(c2ccccc2)CC1	14.6%	-14.4%	0.1%	-3.6%	·	·	-4.0%	-30.1%	1.3
5	COC(=O)C1=C(N)Oc2cc(C)[nH]c(=O)c2C1c1cccnc1 (stereo not given)	1.3%	1.5%	1.3%	-2.0%	?	23.9%	-1.4%	0.8%	-1.2
6	CCOc1ccc(N(C(=O)c2snc(C(N)=O)c2N)C(C(=O)NC2CCCC2)c2ccncc2)cc1 (stereo not given)	11.8%	-15.7%	-0.6%	-20.7%	?	19.1%	7.2%	4.1%	19.9
7	COc1cccc(Nc2nc(-c3cccnc3)cs2)c1	?	-4.4%	-27.5%	-5.0%	14.3%	0.0%	104.6%[activator]	-0.1%	-15.4
8	O=C(O)C1CN(C(=O)c2ccccc2)c2cc(Cl)ccc2O1 (stereo not given)	8.3%	6.4%	-14.7%	9.2%	1.2%	22.5%	-13.0%	18.4%	26.7
9	COc1ccc(N2C(=O)CC(NC3CCCCNC3=O)C2=O)cc1 (stereo not given)	-0.3%	21.8%	-11.1%	43.0%	20.5%	9.6%	-7.3%	-2.2%	0.0
10	Cc1ccc(-c2nnc(COC(=O)c3cccs3)o2)cc1	5.5%	23.2%	-4.6%	27.9%	-7.4%	-2.1%	24.0%	3.2%	-1.9
11	CN(Cc1ccccc1)C(=O)COC(=O)C1CCN(S(=O)(=O)c2cccs2)CC1	-15.1%	12.8%	-14.9%	-0.1%	9.4%	13.0%	-4.6%	-1.5%	6.8
12	CC(C)Cn1c(C23CC4CC(CC(C4)C2)C3)n[nH]c1=S	?	-21.8%	-18.1%	-15.9%	-7.0%	-13.1%	-15.2%	-1.9%	25.8
13	CN(C)c1ccc(-c2nc3cc(N)ccc3o2)cc1	?	-2.8%	?	-4.5%	-0.8%	-7.0%	?	-0.4%	62.8
14	CC(=O)Oc1ccc2c(=O)c(N3C(=O)c4ccccc4C3=O)c(C)oc2c1C	-1.3%	-10.7%	-1.4%	-15.2%	5.8%	-3.9%	-11.1%	-4.9%	36.6
15	Nc1nc2nc(-c3ccc(Cl)cc3)cc(C(F)(F)F)n2n1	?	-1.2%	13µM*	10.9%	-1.2%&-11.3%	-2.7%&-0.4%	2.1%&4.5%	-4.3%	-4.6
16	CC(C)(C)n1nnnc1C(c1cccc(C#N)c1)N1CCCCCC1 (stereo not given)	-0.6%	-0.3%	?	-2.7%	?	-8.7%	-17.3%	-14.5%	-16.7
17	C=CCn1c(SCc2cc(=O)n3cc(C)ccc3n2)nnc1-c1ccc(F)cc1	0.2%	11.1%	-0.4%	13.2%	-0.8%	-10.9%	-12.8%	1.7%	-6.7
18	Nc1nonc1-n1nnc(C(=O)N/N=C/c2c(Cl)cccc2Cl)c1CN1CCOCC1	-2.1%	1.3%	-9.5%	?	0.0%	13.2%	0.7%	4.0%	12.3
19	Cn1c(-c2ccccc2)cnc1NCc1cc(Cl)ccc1O	14.8%	-1.5%	-3.1%[9.22 µM]	-17.6%	-1.2%	1.3%	-0.5%	?	-55.0*
20	CCCCn1c(SCC(=O)N2CCCC2)nc2cc(S(N)(=O)=O)ccc21	-2.5%	8.8%	-6.9%	3.1%	13.3%	0.0%	0.5%	-3.2%	31.1
21	COc1ccc(NC(=O)NS(=O)(=O)c2ccc(C)cc2)cc1OC	1.1%	12.9%	-9.4%	-0.3%	1.5%	-7.0%	·	-0.2%	7.0
22	CC(C)C[C@@H]1Cc2[nH][nH]c(=O)c2[C@H](CCc2ccccc2)O1	·	-20.0%	·	-14.8%	-12.2%	-23.4%	6.0%	0.7%	-2.2
23	C#Cc1ccc([C@@H]2C=C(C(=O)O)O[C@H](OCCCCO)C2)cc1	-5.3%	2.6%	2.3%	13.9%	-12.0%	-16.8%	4.4%	-8.9%[11.6 µM]	6.5
24	CCOC(=O)c1sc(C)c2c1NC1(CCCCC1)NC2=O	?	-2.4%	1.4%	6.0%	-1.3%	0.0%	16.3%	-7.9%	24.1
25	Cc1ccc(C(=O)OC/C(O)=C(\C#N)c2nc3ccccc3[nH]2)cc1S(=O)(=O)N1CCOCC1	7.4%	-11.4%	-3.6%	-3.0%	0.2%	5.9%	-12.9%	-12.6%	0.0

Retrieved one by one from the entries so far, two records:
no.	SMILES	MCF10A rerep	HT1080 IDH1KD tx	SW480 rerep	HT1080-NT tox	KB-3-1 cytotox	KB-V1 cytotox	ATXN2 expr inh	WRN inhibitor	IL-1B inflam inh
11	CN(Cc1ccccc1)C(=O)COC(=O)C1CCN(S(=O)(=O)c2cccs2)CC1	-15.1%	12.8%	-14.9%	-0.1%	9.4%	13.0%	-4.6%	-1.5%	6.8
19	Cn1c(-c2ccccc2)cnc1NCc1cc(Cl)ccc1O	14.8%	-1.5%	-3.1%[9.22 µM]	-17.6%	-1.2%	1.3%	-0.5%	?	-55.0*

Continuation.
no.	SMILES	MCF10A rerep	HT1080 IDH1KD tx	SW480 rerep	HT1080-NT tox	KB-3-1 cytotox	KB-V1 cytotox	ATXN2 expr inh	WRN inhibitor	IL-1B inflam inh
26	CCN1CCCC1CNC(=O)CN1C(=O)COc2ccc(C)cc21 (stereo not given)	6.2%	9.9%	-9.2%	-0.7%	-6.3%	119.8%	-1.4%	5.3%	7.8
27	Cc1ccccc1OCCN1CCCC1	8.8%	18.0%	-12.0%	4.6%	10.8%	?	-3.0%	6.3%	13.8
28	COc1ccc(C(=O)Oc2cccc(Nc3ncnc4ccccc34)c2)cc1OC	?	5.0%	-6.7%	-3.4%	?	18.4µM*	-15.6%	9.6%	0.0
29	CSc1cccc(NC(=O)c2ccccc2N(C)S(C)(=O)=O)c1	-0.5%	11.0%	7.0%	-4.6%	1.8%	?	5.3%	0.5%	-9.3
30	COc1ccccc1CNC(=O)C(CCSC)NS(=O)(=O)c1ccc2c(c1)oc(=O)n2C (stereo not given)	-1.8%	5.4%	-1.9%	10.2%	-21.8%	26.0%	-8.1%	-17.5%	-3.1
31	COCCNC(=O)Cn1cc(C(=O)c2ccco2)c2ccccc21	3.0%	0.0%	-6.0%	-2.4%	-7.8%	-17.9%	-7.4%	1.0%	8.2
32	c1ccc(COc2cccc(CNCc3ccccn3)c2)cc1	2.3%	0.0%	3.9%	-2.1%	-13.0%	-8.6%	10.8%	5.8%	7.6
33	COc1ccc(-n2nc(C(=O)Nc3nc4ccc(OC)cc4s3)c3ccccc3c2=O)cc1	0.1%	1.0%	·	-1.8%	-9.6%	-0.2%	-10.9%	-15.9%	17.9
34	COc1ccc(S(=O)(=O)Nc2cccc3c2O[C@H](CN(C)S(=O)(=O)c2ccc(OC)cc2)[C@@H](C)CN([C@H](C)CO)C3=O)cc1	-0.8%	-0.8%	-36.8%[inhibitor]	-2.7%	0.0%	0.0%	4.7%	-2.5%	-27.2
35	CC(=O)c1ccc(NC(=O)COc2ccc3c(c2)OCO3)cc1	1.2%	-23.3%	1.5%	-1.9%	-10.4%	-6.3%	4.4%	-11.7%	-13.5
36	CCOc1ccc(N(CC(=O)O)S(=O)(=O)c2cccnc2)cc1	1.7%	14.4%	-0.8%	18.6%	-2.8%	-4.8%	-1.4%	2.7%	17.1
37	COC(=O)c1cc2c(ccn2-c2ccc(F)cc2)n1CC(=O)N1CCN(C(=O)c2ccco2)CC1	-3.6%	16.1%	-7.7%	18.2%	1.2%	?	1.4%	5.2%	?
38	COc1ccccc1Sc1nc(-c2ccccn2)ncc1OC	-3.5%	?	?	-9.5%	?	0.1%	?	7.2%	140.6
39	O=C(O)Cc1c(-c2ccccc2)c2cc(Cl)ccc2[nH]c1=O	-2.1%	5.3%	-4.2%	0.9%	6.4%	12.4%	20.1%	0.4%	10.0
40	O=C(NCc1ccccc1)N[C@@H](Cc1c[nH]c2ccccc12)C(=O)O	14.1%	-0.6%	-3.7%	3.4%	5.9%	2.5%	0.5%	2.7%	10.2
41	CCCOP(=O)(c1ccc(N(C)C)cc1)C(O)c1ccc(N(C)C)cc1 (stereo not given)	10.8%	-3.7%	7.8%	-22.4%	-4.3%	-5.4%	-9.2%	-1.0%	-13.7
42	CCN(C(=O)CN1C(=O)NC(c2ccccc2)(c2ccccc2)C1=O)c1ccccc1	18.2%	1.6%	6.3%	0.4%	-12.0%	?	3.9%	6.6%	1.1
43	CCCCN1C(=O)C(CC(=O)NC2CC2)CC(C(=O)N(CC)CC)=C1C (stereo not given)	·	0.5%	·	2.0%	19.1%	?	1.7%	-5.2%	-5.8

Screening data: PubChem, National Center for Advancing Translational Sciences (NCATS)

Rows were taken by chance; any-hit rate near 12%.
